Screening data as filed in PubChem BioAssay.
Mdm2 MdmX PPI = human Mdm2/MdmX binding inhibition | O15151+Q00987 | SaOS-2 split-luciferase Mdm2/MdmX complementation, luminescence | inhibition, % at 8 µM | hit rate 3% among 330,000 | AID 485346;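 active = inhibition of at least 50% at 8 µM in the primary screen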
NR3A LBD binder = modulators (binders) of human NR3A ligand-binding domain | NR3A LBD differential scanning fluorimetry, Tm shift; 0% = protein alone, 100% = glycine-bound protein | Tm shift relative to glycine control, % at 25 µM | hit rate 2.5% among 340,000 | AID 1259313;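 active = melting temperature shift of at least 10% of the positive control shift, at one fixed dose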
NLRP3 yeast inh = blocks the NALP3 inflammasome reconstituted in yeast. Yeast reconstituted NLRP3/ASC/caspase-1, beta-gal luminescence, 24 h. inhibition, % at 10 µM. hit rate 0.39% among 330,000. AID 2825;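 active = inhibition of 50% or more; inactive = inhibition below 50%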;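 also: plate controls were induced DMSO wells for no effect and uninduced yeast grown without galactose for full effect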
UPR XBP1 act = activators of adaptive arm of unfolded protein response (XBP1); CHO-XBP1 luciferase reporter, IRE1-XBP1 UPR activation, luminescence; percent of tunicamycin response, DMSO as zero; activation, % at 20 µM; AID 463104; hit rate 0.33% among 330,000;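 active = versus positive control, 20 µM dose yields 30% or more activation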;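 also: 100% = tunicamycin at 10 µg/mL and 0% = DMSO only wells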
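Material: CHO-XBP1 cells stably carrying IRE1-XBP1-driven luciferase reporter / Amount: 1000 cells per well / Compound: 20 µM, 1% DMSO / Times: 6 h treatment, 37 °C / Detection: luciferase luminescence / Measure: % activation of reporter signal versus tunicamycin and DMSO controls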
APJ agonist = agonists of human APJ apelin receptor | P35414 | CHO-K1 APJ PathHunter beta-arrestin, luminescence; 0% DMSO wells, 100% apelin | activation, % at 20 µM | hit rate 0.11% among 330,000 | AID 2520;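 active = activation more than six SD over the plate average, tested at 20 µM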;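 also: 0% = DMSO alone and 100% = apelin-13 at 10 nM; some results filed as inactive read as strong as hits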
Target sequence (P35414 whole entry, looked up): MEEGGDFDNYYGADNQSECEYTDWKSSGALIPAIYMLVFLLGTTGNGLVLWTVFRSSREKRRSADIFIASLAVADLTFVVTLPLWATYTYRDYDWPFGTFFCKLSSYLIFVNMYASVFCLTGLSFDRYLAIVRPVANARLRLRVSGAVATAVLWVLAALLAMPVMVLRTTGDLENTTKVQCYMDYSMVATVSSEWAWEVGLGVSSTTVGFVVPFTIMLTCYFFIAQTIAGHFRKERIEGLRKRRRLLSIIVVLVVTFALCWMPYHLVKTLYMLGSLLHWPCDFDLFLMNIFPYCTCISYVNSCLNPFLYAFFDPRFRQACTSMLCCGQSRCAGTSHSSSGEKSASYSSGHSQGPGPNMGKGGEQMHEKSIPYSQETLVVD
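Assay system: engineered CHO-K1 APJ arrestin reporter cells; Amount: 1000 CHO-K1 reporter cells seeded per well; Dosing: one dose, 20 µM compound, 1% DMSO; Times: compound stimulation 90 min at 25 °C, detection 60 min; Measured by: luminescent beta-gal fragment complementation, chemiluminescent substrate; Read-out: APJ–arrestin association signal; Controls: DMSO vs Apelin-13 10 nM.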
tim10-1 inh = growth inhibitors of tim10-1 mutant yeast; AID 463190; hit rate 2.2% among 330,000; S. cerevisiae tim10-1 ts strain growth, BacTiter-Glo, 24 h; inhibition, % at 20 µM;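 active = inhibition of at least 40%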;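 also: mutant grown at 25 °C; 0% = DMSO wells with yeast and 100% = wells holding no yeast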
TIM10 inh = growth inhibitors of TIM10 yeast strain | S. cerevisiae TIM10 strain growth, BacTiter-Glo luminescence, 24 h | inhibition, % at 10 µM | hit rate 1.4% among 330,000;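 active = inhibition of 40% or more at the single tested concentration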;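 also: wild-type TIM10 isogenic control strain grown at permissive 25 °C; 0% = DMSO yeast wells and 100% = minimal medium wells without yeast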
CHOP UPR activ = activators of apoptotic arm of unfolded protein response (CHOP); CHO-CHOP luciferase reporter, UPR activation, luminescence; percent of tunicamycin response over DMSO baseline; activation, % at 10 µM; hit rate 0.34% among 330,000; AID 449763;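 active = at 10 µM dose, activation of 40% or more, normalized to positive control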;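 also: 100% = tunicamycin at 10 µg/mL and 0% = DMSO alone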
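measured by = luciferase luminescence | assay system = CHO-CHOP cells, stable luciferase reporter of PERK-eIF2a-CHOP signalling | amount = 500 reporter cells seeded per well | timing = 6 h compound exposure at 37 °C after overnight seeding | controls = positive tunicamycin 10 µg/mL, negative DMSO alone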
tim23-1 inh = growth inhibitors of tim23-1 mutant yeast. S. cerevisiae tim23-1 growth, BacTiter-Glo luminescence, 24 h. inhibition, % at 20 µM. hit rate 1.3% among 330,000;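 active = growth inhibition of the mutant yeast at or above 50%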;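 also: temperature-sensitive mutant grown at 25 °C; plate controls were DMSO-treated mutant yeast for no effect and medium wells lacking yeast for full effect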
The depositor's hits bear a star.

Values in the order: Mdm2 MdmX PPI	NR3A LBD binder	NLRP3 yeast inh	UPR XBP1 act	APJ agonist	tim10-1 inh	TIM10 inh	CHOP UPR activ	tim23-1 inh
[1] CCc1c(O)nc(SCC(=O)Nc2nc3ccccc3s2)n(-c2ccccc2)c1=O
→ -33	2	-2	7	0	7	16	0.9	25
[2] O=C(CCNS(=O)(=O)c1ccccc1)OCC(=O)c1ccc(Br)cc1
→ -5	1	-6	-3	-6	10	-3	1.0	18
[3] COc1ccccc1OCCSc1nc2ccccc2n1CC(O)CO (centres undefined)
→ -26	-1	5	0	4	1	4	0.9	14
[4] Cc1cccc(-n2ncc(Cl)c(Cl)c2=O)c1
→ 100*	0	11	-9	1	-26	-20	49*	14
[5] N=c1sccn1CC(=O)NCCc1ccc(Cl)cc1Cl
→ 8	-2	5	3	-4	8	-3	-2.2	11
[6] Cn1c(SCC(=O)Nc2ccccc2F)nnc1C1CCCCC1
→ 14	1	14	-4	-4	3	2	-0.6	9
[7] COC(=O)c1ccc(CSc2nc3c(c(=O)n2-c2ccc(F)cc2)SCC3)o1
→ -1	-1	1	6	-5	39	24	-0.6	30
[8] NC(=O)C[n+]1ccc(/C=N/O)cc1
→ 16	0	7	-1	-1	-1	3	-3.8	16
[9] CC12CCC(C(=O)NCCN3CCCCC3)(CC1=O)C2(C)C (centres undefined)
→ -2	-18	15	0	6	-18	3	-0.8	11
[10] COC(=O)c1cccnc1NC(=S)NNC(=O)c1ccccc1
→ 10	-2	-2	3	-3	-2	12	3.2	10
[11] CCN(CC)CCCNC(=O)C1c2cc(OC)c(OC)cc2C(=O)N(C)C1c1cccnc1 (centres undefined)
→ -9	0	-1	-2	-5	13	-5	-0.5	11
[12] O=C(NCc1ccc2c(c1)OCO2)c1cc(-c2ccccn2)nc2ccccc12
→ 14	-2	16	0	0	37	30	-1.2	37
[13] COc1ccc(Nc2cc(C)nc(N3CCOCC3)n2)cc1
→ -1	2	5	2	0	5	16	3.5	2
[14] Cc1ccccc1NC(=O)c1cc([N+](=O)[O-])ccc1NCCN1C(=O)CCC1=O
→ 21	0	15	-5	-4	0	5	0.1	3
[15] Cc1ccc(S(=O)(=O)N(CCC(=O)NCc2ccc(S(N)(=O)=O)cc2)c2ccccc2)cc1
→ -10	3	13	-3	5	-7	-4	0.9	4
[16] CCCn1nnc(NC(=O)/C=C/c2ccco2)n1
→ 0	-3	-1	2	-2	9	28	1.9	20
[17] Nc1c(N)c2ccccc2oc1=O
→ -7	0	9	-2	-1	-6	1	-0.6	1
[18] O=C(N/N=C/c1cn(-c2ccccc2)nc1-c1ccccc1)c1ccco1
→ 6	-9	14	7	-2	11	10	6.1	9
[19] O=C(CCNC(=O)c1ccccc1Cl)Nc1nc(-c2ccccc2Cl)cs1
→ 3	-6	6	5	-4	40*	1	4.9	28
[20] Cc1cccc(NC(=O)CN2C(=O)CCSc3ccc(S(=O)(=O)N4CCOCC4)cc32)c1C
→ 28	-2	1	-4	0	-3	1	0.1	-1
[21] Cc1ccc(CN2CCN(Cc3ccccn3)CC2CCO)cc1 (centres undefined)
→ 24	0	12	-2	-4	16	-5	-2.7	16
[22] COc1ccc(Cl)cc1N(C(C)C(=O)NC1CCCC1)S(C)(=O)=O (centres undefined)
→ -13	0	2	4	-3	7	6	-1.7	6
[23] CC(=O)Nc1ccc(NC(=O)C2C3CCC(C3)C2C(=O)O)cc1 (centres undefined)
→ 21	2	1	-2	-1	0	-3	0.1	7
[24] CCN(CC(=O)Nc1cc(Cl)ccc1C)C(=O)CSCc1ccccc1
→ 12	3	11	-4	4	24	18	0.8	18
[25] O=C(NCCc1cnccn1)C1CCC(=O)N(Cc2ccc(Cl)cc2)C1 (centres undefined)
→ -7	1	14	3	2	5	6	1.1	-1
[26] COc1ccc(OC)c(NC(=O)C2CCN(S(=O)(=O)c3ccc4c(c3)OCCO4)CC2)c1
→ 24	2	14	-1	-6	8	1	0.9	17
[27] CCOCCCNC(=O)CCNS(=O)(=O)c1ccc(C)cc1
→ 0	0	13	-3	-6	15	2	2.4	1
[28] COc1cccc(-c2ncc3ccccc3c2COC(=O)c2ccc(Br)cc2)c1
→ 26	2	20	0	-3	-7	-19	-0.5	-4
[29] COc1cc(OC)c(/C=N/NC(=O)Cn2nc([N+](=O)[O-])cc2C)c(OC)c1
→ 20	-1	5	4	0	-5	-3	-2.0	5
[30] COc1cccc(NC(=S)NCc2ccccn2)c1
→ -37	2	3	3	2	-2	9	1.9	-3

Four structures from above, arranged by molecular weight, smallest number first.
Values in the order: Mdm2 MdmX PPI	NR3A LBD binder	NLRP3 yeast inh	UPR XBP1 act	APJ agonist	tim10-1 inh	TIM10 inh	CHOP UPR activ	tim23-1 inh
[9] CC12CCC(C(=O)NCCN3CCCCC3)(CC1=O)C2(C)C (centres undefined)
→ -2	-18	15	0	6	-18	3	-0.8	11
[27] CCOCCCNC(=O)CCNS(=O)(=O)c1ccc(C)cc1
→ 0	0	13	-3	-6	15	2	2.4	1
[26] COc1ccc(OC)c(NC(=O)C2CCN(S(=O)(=O)c3ccc4c(c3)OCCO4)CC2)c1
→ 24	2	14	-1	-6	8	1	0.9	17
[15] Cc1ccc(S(=O)(=O)N(CCC(=O)NCc2ccc(S(N)(=O)=O)cc2)c2ccccc2)cc1
→ -10	3	13	-3	5	-7	-4	0.9	4

Reformatted screen by screen: three of the compounds above
16. CCCn1nnc(NC(=O)/C=C/c2ccco2)n1
17. Nc1c(N)c2ccccc2oc1=O
5. N=c1sccn1CC(=O)NCCc1ccc(Cl)cc1Cl
assay / entry,16,17,5
Mdm2 MdmX PPI,0,-7,8
NR3A LBD binder,-3,0,-2
NLRP3 yeast inh,-1,9,5
UPR XBP1 act,2,-2,3
APJ agonist,-2,-1,-4
tim10-1 inh,9,-6,8
TIM10 inh,28,1,-3
CHOP UPR activ,1.9,-0.6,-2.2
tim23-1 inh,20,1,11

(more compounds)
Values in the order: Mdm2 MdmX PPI	NR3A LBD binder	NLRP3 yeast inh	UPR XBP1 act	APJ agonist	tim10-1 inh	TIM10 inh	CHOP UPR activ	tim23-1 inh
[31] CCOC(=O)/C(=C\c1cccc(O)c1)c1nc2sc(C)c(C)c2c(=O)[nH]1
→ 82*	-1	2	-2	-1	31	23	47*	36
[32] Cn1c(OCc2cccnc2)nc2c1c(=O)n(Cc1ccc(F)cc1)c(=O)n2C
→ 14	-3	20	-3	0	6	22	1.6	18
[33] Cc1csc(NC(=O)CSc2nc3nc(C)cc(C)n3n2)n1
→ -20	-1	14	-3	-3	-9	1	-0.5	9
[34] CSc1ncccc1C(=O)OCC(=O)c1ccc2c(c1)NC(=O)CO2
→ 68*	0	-6	-2	-4	10	-10	9.0	-6
[35] COc1ccc(C2c3c(-c4cc(Cl)c(C)cc4O)n[nH]c3C(=O)N2Cc2cccnc2)cc1OC (centres undefined)
→ 25	-9	-17	6	0	29	6	0.0	11
[36] COc1ccc(NC(=O)Cn2nnc(C(=O)NCc3ccc(C)cc3)c2N)cc1Cl
→ 53*	17*	3	-3	-3	20	3	3.3	3
[37] Cc1ccc(S(=O)(=O)N2CCCC2CNC(=O)C(=O)NCCN2CCOCC2)cc1 (centres undefined)
→ 8	-1	10	-5	3	-3	9	2.0	-1
[38] CCN(CC(=O)NCc1ccc(Cl)cc1)C(=O)c1c(C)noc1C
→ 3	0	17	0	-4	-1	4	-2.2	4
[39] Cc1cc(C)cc(NC(=S)/C(=C(\[O-])c2ccc(Cl)cc2Cl)[n+]2ccc(C(C)(C)C)cc2)c1
→ 18	0	-8	1	-5	9	7	-0.8	7
[40] Nc1ccccc1C#CCCCCO
→ 20	-1	3	-2	-1	-14	-12	0.4	-1
[41] CC(C)(C)OC(=O)NCCc1nnc(SCC(=O)Nc2ccc(Br)cc2)o1
→ 13	0	13	-1	0	-3	-1	1.2	-9
[42] COc1ccccc1-n1c(-c2ccc(Cl)cc2)c[nH]c1=S
→ 3	-1	33	-1	-2	4	10	0.5	-3
[43] O=C(CCC(=O)c1cccs1)NNC(=O)c1ccccc1O
→ 7	-2	17	-1	-3	4	-5	0.6	5
[44] Cc1ccccc1-c1cc(=O)c2ccccc2o1
→ 17	-3	21	9	-5	11	11	3.3	39
[45] CCOC(=O)COc1ccc(S(=O)(=O)Nc2cccc(SC)c2)cc1
→ 16	-1	2	0	1	28	-14	-1.3	22
[46] CCCn1cnc2c(sc3nc4c(cc32)CSC(C)(C)C4)c1=O
→ -89	-3	19	0	2	41*	32	7.8	29
[47] Cc1cc(C)n2nc(SC(C)C(=O)N(C)c3ccccc3)nc2n1 (centres undefined)
→ 22	5	10	-2	-5	12	-4	-1.7	3
[48] Cc1ccc(-n2ncc3c(=O)n(CC(=O)N4CCN(c5ccccc5)CC4)cnc32)cc1C
→ 8	-1	9	-2	-2	11	-14	-1.2	0
[49] Cc1cccc(OCC(=O)Nc2ccc3c(c2)nc2n3CCOC2)c1
→ 20	0	7	1	-7	10	6	3.9	9
[50] CCOc1ccc(C(=O)N2CCCC2C(=O)O)cc1 (centres undefined)
→ 7	-10	16	3	-2	7	16	-1.0	12

Compounds were not picked by outcome; 8.2% or so of the library scored in one or more.
